# Assay outcomes: PubChem, National Center for Advancing Translational Sciences (NCATS)
# D1 antagonist – human D1 dopamine receptor antagonism; HEK293 TREx D1 cells, calcium flux, dopamine EC80; stronger effect = lower value; activity change, negative = inhibition, % at 10 µM; 360,000 compounds, 3.2% hits; in the data active = activity change below about -30%; also: % is scaled to controls: 0 for no effect and ±100 for the full control effect
#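 Calcium flux readout: force-coupled, inducible Hek293 Trex D1 line, cells induced overnight at 30 C with tetracycline, dye-loaded 30–90 min at RT. Antagonism scored against EC80 dopamine challenge given 180 s after compound.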
# TRHR enhancer – allosteric enhancers of human TRH receptor | 360,000 compounds, 0.66% hits | AID 493056 | P34981 | enhancement, % at 2 µM | TRHR cells, fluo-8 calcium fluorescence, EC20 TRH enhancement; in the data active = enhancement above about 30%; also: 0% is about no effect
# Target sequence (P34981 whole entry, looked up): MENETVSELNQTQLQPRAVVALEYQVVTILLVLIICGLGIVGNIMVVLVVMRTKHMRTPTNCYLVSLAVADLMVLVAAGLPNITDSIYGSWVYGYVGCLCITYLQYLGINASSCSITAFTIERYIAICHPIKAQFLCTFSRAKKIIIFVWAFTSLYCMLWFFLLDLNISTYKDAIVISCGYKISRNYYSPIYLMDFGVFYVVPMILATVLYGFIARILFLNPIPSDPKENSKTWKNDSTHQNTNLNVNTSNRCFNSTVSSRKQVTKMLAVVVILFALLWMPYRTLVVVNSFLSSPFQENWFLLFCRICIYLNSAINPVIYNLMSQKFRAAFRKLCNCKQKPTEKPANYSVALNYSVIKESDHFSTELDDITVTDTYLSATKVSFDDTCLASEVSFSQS
#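 TRHR-expressing cells loaded with fluo-8 calcium dye were read kinetically (ex 480/em 530) during compound addition, then stimulated with an EC20 of TRH (10 nM final). Enhancement of the Gq-mediated intracellular calcium response was scored.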
# D2 PAM – positively modulates the human D2 dopamine receptor allosterically; P14416; HEK293 T-REx D2, calcium flux, EC20 dopamine potentiation; potentiation, % at 10 µM; 340,000 compounds, 0.34% hits;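 active = potentiation over 3 SD above the plate norm, cut at about 30% in these data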; also: 0% is about no effect
# Target sequence (P14416 whole entry, looked up): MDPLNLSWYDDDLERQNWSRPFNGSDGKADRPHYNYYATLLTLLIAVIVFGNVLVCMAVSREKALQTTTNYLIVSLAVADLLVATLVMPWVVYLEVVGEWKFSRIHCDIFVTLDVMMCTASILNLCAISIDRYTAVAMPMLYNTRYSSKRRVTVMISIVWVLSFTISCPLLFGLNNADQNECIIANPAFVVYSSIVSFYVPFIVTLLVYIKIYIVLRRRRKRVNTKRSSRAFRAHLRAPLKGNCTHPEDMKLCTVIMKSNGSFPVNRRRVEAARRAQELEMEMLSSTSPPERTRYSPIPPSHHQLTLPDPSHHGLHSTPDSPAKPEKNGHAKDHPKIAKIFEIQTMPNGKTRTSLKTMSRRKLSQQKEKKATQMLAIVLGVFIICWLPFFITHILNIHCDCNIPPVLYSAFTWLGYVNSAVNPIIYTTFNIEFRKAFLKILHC
#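 Calcium flux readout, no-wash dye, 1 read/s. Inducible HEK293 Trex D2 line, overnight 30 C. Compound alone 180 s (agonist flags), then EC20 dopamine, another 180 s to score potentiation.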
# D1 potentiator – enhances dopamine response at the human D1 receptor. potentiation, % at 10 µM. P21728. 360,000 compounds, 0.036% hits. HEK293 TREx D1 cells, calcium flux, dopamine EC20 potentiation; in the data active = potentiation above about 30%; also: 0% is about no effect
# D2 ag – agonists of human D2 dopamine receptor; activation, % at 2 µM; HEK293 T-REx D2 cells, calcium flux agonist mode; 340,000 compounds, 0.53% hits;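 active = activation over 3 SD above normal in the single-dose calcium agonist read, cut at about 30% in these data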; also: 0% is about no effect
#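 Agonism scored from kinetic calcium signal (1 read/sec, 180 s) following compound pin transfer, after a 10 s baseline. Cells: HEK293 Trex line expressing inducible D2 receptor coupled to calcium, dye-loaded after overnight culture at 30 C.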
# RXFP1 antagonist – RXFP1 (human) relaxin receptor antagonism; 350,000 compounds, 0.59% hits; AID 1259400; activity change, negative = inhibition, % at 57.5 µM; HEK293-RXFP1, relaxin-stimulated cAMP HTRF, 30 min; stronger effect = lower value;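 active = activity change of -60% or lower, but not beyond a set lower limit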; also: % is scaled to controls: 0 for no effect and ±100 for the full control effect
# RXFP1 agonist – activates the human relaxin receptor RXFP1; HEK293T-RXFP1 cAMP TR-FRET, 30 min; response scale: percent of porcine relaxin response, buffer zero; Q9HBX9; 370,000 compounds, 0.3% hits; Potency, µM (doses to about 57.5 µM), without a hit: at the highest dose activation, usual class: activators; AID 2676; active = well fitted activation curve with a large enough effect; also: potency is read from the fitted curve at half-maximal effect; % is scaled to controls: 0 for no effect and ±100 for the full control effect; nearly all actives have a fitted effect of over 60% in size; many of its hits are not listed in these tables
#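 Agonist response is measured as cAMP accumulation in an RXFP1-transfected HEK293T line under PDE4 inhibition. Values are scaled between buffer-only and 29 nM porcine relaxin, and EC50s come from standard Hill equation fits.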
# D2 antag – antagonizes the human D2 dopamine receptor | HEK293 TREx D2 cells, calcium flux, dopamine EC80 | inhibition, % at 10 µM | 340,000 compounds, 2% hits | AID 485344; in the data active = inhibition above about 30%; also: 0% is about no effect
#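 Inhibition of EC80 dopamine-driven calcium flux, recorded kinetically, defines activity here; cells are a tetracycline-induced HEK293 T-REx line expressing force-coupled D2.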
# D1 agonist – activates the human D1 dopamine receptor; P21728; HEK293 T-REx D1 cells, calcium flux, agonist mode; activation, % at 2 µM; 360,000 compounds, 1% hits; AID 504660; in the data active = activation above about 30%; also: 0% is about no effect
#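 Agonism was scored from calcium flux recorded over 180 s (1 read/s) after pintool compound addition, following a 10-cycle baseline. Cells were inducible force-coupled HEK293 TREx D1, plated overnight at 30 C and loaded with no-wash calcium dye.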
# * marks the source's active call; other numbers are inactive results; nt = not tested or not shown; & = joins results of further samples. A portion of the library; rates above refer to the full screens.
No.	Structure	D2 antag	D1 antagonist	RXFP1 agonist	D1 agonist	RXFP1 antagonist
1	O=C(CN1CCN(S(=O)(=O)c2ccccc2)CC1)NC(=O)NC1CCCCC1	19.8	0.9	-0.5%	5.0	-0.6
2	Cc1ccc(C)c(NC(=O)c2ccc3c(c2)N(Cc2ccc(F)cc2)C(=O)CS3=O)c1 (stereo not given)	7.2	-4.0	-0.4%	5.5	nt
3	CCOC(=O)c1cnc(-c2ccccc2)[nH]c1=O	6.7	-4.0	0.8%	2.9	1.1
4	CCOC(=O)C1(CCCc2ccccc2)CCN(C(=O)c2cnn(CC)c2)CC1	8.2	2.4	3.8%	0.4	1.9
5	CCOc1ccc(C(=O)Nc2ccc3nc(SCC(=O)N(C)c4ccccc4)sc3c2)cc1	nt	-26.4	1.9%	2.4	-7.5
6	O=C(Cn1cnc2c(cnn2-c2ccccc2)c1=O)NCc1ccccc1	3.5	5.3	0.6%	-0.8	0.9
7	COc1ccc(C(=O)Nc2ccc3ccccc3n2)c(OC)c1OC	5.0	-17.4	-0.2%	0.1	-8.1
8	Cc1ccc(N2CCN(C(=O)c3ccccc3NC(=O)c3ccccc3C(=O)O)CC2)cc1	-10.6	0.6	1.6%	3.8	-3.6
9	COc1cc(/C=C(/C#N)C(=O)c2c(C)[nH]c3ccccc23)ccc1OCC#N	13.9	-21.3	0.2%	3.5	-16.2
10	COCON1C(=O)CN(C(C)=O)C1c1ccc(Cl)cc1Cl (stereo not given)	2.6	15.8	1.8%	5.5	-5.0
11	COc1cc(O)c(C(CCN2CCN(c3ccccc3)CC2)c2cc(OC)c(OC)c(OC)c2)c(OC)c1 (stereo not given)	67.1*	-86.9*	-2.0%	4.2	nt
12	O=C(NCCOCCn1c(=O)oc2ccccc21)Nc1ccc(F)cc1	nt	-9.2	-2.2%	2.5	nt
13	COc1ccc(S(=O)(=O)N2CCCOC2CNC(=O)C(=O)NCCc2ccco2)cc1OC (stereo not given)	4.5	-1.6	-0.6%	0.5	-5.8
14	CN1CCN(CCCNC(=O)c2ccc3nc(Cc4ccccc4)oc3c2)CC1	nt	2.6	2.0%	4.1	-10.9
15	O=C(Nc1ccccn1)C(=O)Nc1ccccn1	6.7	9.4	1.1%	2.9	1.4

No.	D2 ag	TRHR enhancer	D1 potentiator	D2 PAM
1	0.0	-5.4	-3.9	15.1
2	-2.6	6.6	-0.3	10.8
3	-0.3	2.8	-2.1	2.7
4	0.4	5.3	4.2	12.7
5	-0.8	-8.9	2.2	2.1
6	1.4	-5.2	-8.1	3.4
7	-0.1	0.1	-4.3	-6.8
8	2.7	3.8	-0.8	1.7
9	0.7	4.9	-6.0	13.6
10	-0.2	-4.1	1.6	-2.4
11	1.1	11.0	-12.2	-22.7
12	0.0	7.8	3.3	-3.0
13	-1.0	-3.5	-3.6	-4.0
14	-0.8	-2.5	-1.6	-6.5
15	0.3	-2.5	2.1	2.3

# Further entries
No.	Structure	D2 antag	D1 antagonist	RXFP1 agonist	D1 agonist	RXFP1 antagonist
16	O=C1CN(c2nc(-c3ccccc3)c3ccccc3n2)c2ccccc2N1	5.0	13.0	2.3%	2.0	-7.7
17	CCOc1ccccc1NC(=O)Cn1c(=O)n(CCCC(=O)NCCOC)c(=O)c2cc(OC)c(OC)cc21	nt	2.2	-1.6%	0.0	-0.5
18	N#CCOc1nc(N2CCCCC2)nc(N2CCCCC2)n1	9.3	15.7	0.2%	2.6	3.2
19	Cc1cccc(Cn2c(Sc3nc(C)cs3)nc3c2c(=O)[nH]c(=O)n3C)c1	21.7	0.2	2.9%	-0.4	-0.3
20	COc1ccc(S(=O)(=O)NCC(=O)N(CC(=O)NCc2ccccc2)Cc2ccco2)cc1	-0.3	-3.2	0.1%	4.5	1.9
21	Cc1ccc(-c2[nH]ncc2/C=C(\C#N)C(=O)NC2CCCCC2)cc1	-27.1	6.2	3.4%	0.8	-3.4
22	C(=N\c1nc2ccccc2n1CCN1CCOCC1)/c1cccs1	-5.1	-4.4	1.4%	0.4	-6.8
23	O=C(COc1ccccc1Cl)NCCCNC(=O)c1ccccn1	-12.9	12.0	2.2%	0.1	-1.6
24	COc1ccc(NC(=O)Nc2cc(C)ccc2F)cc1OC	-17.1	6.4	-0.6%	1.2	-5.8
25	Cc1ccc(NC(=O)CSCC(=O)NNC(=O)c2ccoc2C)cc1	-12.0	27.4	-0.1%	2.4	-8.2
26	Cc1c(C(=O)N2CCCC2)oc2c1-c1nn(CC(=O)NCc3ccc(OC(C)C)cc3)cc1CC2	nt	-7.6	3.2%	1.7	5.7
27	CC1CCC2(CC1)NC(=O)N(CC(=O)N1CCN(C(=O)c3ccco3)CC1)C2=O (stereo not given)	3.3	9.7	1.2%	3.3	3.3
28	c1ccc(-c2nnc(-c3c[nH]c4ccccc34)nc2-c2ccccc2)cc1	-7.8	nt	-0.3%	2.4	-28.8
29	C/C(=N\NC(=O)c1nnn(-c2nonc2N)c1CN1CCOCC1)c1ccc(CC(C)C)cc1	5.1	-26.3	-0.1%	0.9	-7.2
30	Cc1ccccc1C(OCC(O)CN1CCCCC1CCO)c1ccccc1 (stereo not given)	-4.5	10.3	-0.8%	15.1	-3.2

No.	D2 ag	TRHR enhancer	D1 potentiator	D2 PAM
16	0.5	7.2	-6.8	-1.1
17	0.1	-1.6	0.0	nt
18	-0.9	1.2	-0.3	4.9
19	0.2	2.0	12.0	-5.1
20	0.6	9.2	nt	-0.4
21	4.3	2.7	-0.2	2.2
22	0.1	-6.1	1.4	-11.4
23	0.2	7.9	-9.6	-6.1
24	-0.5	-7.4	2.0	-3.0
25	1.7	4.3	-3.0	12.4
26	-0.1	-8.2	-0.8	1.8
27	0.9	12.5	-1.6	8.5
28	0.4	5.3	2.1	-8.5
29	-0.1	-2.1	-9.6	-12.0
30	-0.8	5.8	-4.7	-2.8

# Later entries.
No.	Structure	D2 antag	D1 antagonist	RXFP1 agonist	D1 agonist	RXFP1 antagonist
31	COC(=O)CN(c1nc(C)cc(OC)n1)S(=O)(=O)c1ccccc1	-6.9	-16.0	1.4%	1.4	0.9
32	O=C(CN1C(=O)CSCC1=O)NCc1ccc(F)cc1	-5.2	0.8	1.1%	-1.3	5.2
33	Cc1cccc2cc(C#N)c(NCCNC(=S)NCCCN3CCOCC3)nc12	-10.4	-8.4	0.3%	2.8	1.2
34	CC(=O)c1cccc(NC(=O)N2CCC(NC(=O)C34CC5CC(CC(C5)C3)C4)CC2)c1	8.1	2.1	0.8%	1.1	-4.4
35	C=CCc1cccc(C=Nc2cccn3cc(-c4ccccc4)nc23)c1O	-0.9	10.4	5.5%	-0.2	2.1
36	O=C(Cc1ccccc1)NC1c2ccccc2-c2ccccc21	0.9	1.0	-0.1%	1.6	-3.0
37	CCc1ccc2oc(-c3ccc(NC(=O)c4cc5ccccc5o4)cc3)nc2c1	nt	3.1	1.8%	0.0	-2.5
38	CC(=O)NC(CCS(C)(=O)=O)C(=O)Nc1ccc(Cl)c(Cl)c1 (stereo not given)	2.5	-7.1	-0.2%	1.7	7.2
39	CC(=O)N(CN1C(=O)c2ccc([N+](=O)[O-])cc2C1=O)c1ccc(F)cc1	-34.2	9.0	0.6%	1.2	3.8
40	N#Cc1ccc(-c2ccc(OCC(O)CN3CCCCC3)cc2)cc1 (stereo not given)	0.7	-16.0	0.9%	15.8	11.9
41	CN(C(=O)COC(=O)c1ccc(Br)o1)c1c(N)n(Cc2ccccc2)c(=O)[nH]c1=O	1.2	13.2	4.7%	3.2	-8.9
42	O=C(/C=C/c1ccc(Cl)cc1)NC(=S)Nc1ccccc1C(=O)O	-2.2	-7.2	0.8%	0.2	-7.4
43	Cc1ccc(-c2nc(N3CCN(c4ccccc4Cl)CC3)c3ccccc3n2)cc1	nt	1.2	0.4%	-1.0	nt
44	COc1ccc(C(CC(=O)NC(C)(C)C)n2cccc2)cc1 (stereo not given)	-9.0	4.0	0.3%	2.5	-14.7
45	CN1CCC(=NNC(=O)c2ccc(N(Cc3ccc(Cl)cc3)S(C)(=O)=O)cc2)CC1	4.7	-8.1	4.9%	2.4	-3.6

No.	D2 ag	TRHR enhancer	D1 potentiator	D2 PAM
31	0.1	68.1*	0.4	1.8
32	0.5	0.6	-0.9	8.8
33	-0.4	0.7	-1.5	5.5
34	0.5	-4.9	-7.0	1.1
35	-0.2	-3.9	-5.6	-2.9
36	0.0	-7.7	-7.2	-0.2
37	0.3	0.5	0.3	-12.0
38	0.0	5.1	0.3	2.0
39	0.1	5.4	-4.2	11.8
40	1.7	-3.9	-10.1	-10.1
41	-0.1	1.0	-5.8	-1.4
42	-1.0	-1.4	-10.3	5.5
43	-0.4	-2.0	0.5	0.1
44	-1.0	-5.0	-4.0	0.3
45	-2.3	-3.9	-3.2	-1.3

# The final 3 records of the section before lead into the next.
No.	Structure	D2 antag	D1 antagonist	RXFP1 agonist	D1 agonist	RXFP1 antagonist
43	Cc1ccc(-c2nc(N3CCN(c4ccccc4Cl)CC3)c3ccccc3n2)cc1	nt	1.2	0.4%	-1.0	nt
44	COc1ccc(C(CC(=O)NC(C)(C)C)n2cccc2)cc1 (stereo not given)	-9.0	4.0	0.3%	2.5	-14.7
45	CN1CCC(=NNC(=O)c2ccc(N(Cc3ccc(Cl)cc3)S(C)(=O)=O)cc2)CC1	4.7	-8.1	4.9%	2.4	-3.6
46	Cn1ncc2c(N3CCN(c4ccccc4F)CC3)ncnc21	-6.1	-6.8&-1.6	7.0%&4.3%	5.9&6.0	8.7&4.7
47	CC(C(=O)Nc1ccc([N+](=O)[O-])cc1Cl)N1CCN(S(=O)(=O)c2cccs2)CC1 (stereo not given)	-5.3	-4.2	2.3%	1.7	-12.7
48	O=C1Nc2ccccc2C12OCC1(CO2)COC2(OC1)C(=O)Nc1ccccc12 (stereo not given)	-12.9	1.3	-1.3%	6.6	4.7
49	O=C(c1cc(S(=O)(=O)N2CCN(c3ccccc3)CC2)ccc1Cl)N1CCCC(C(F)(F)F)C1 (stereo not given)	9.3	0.0	-0.1%	7.2	4.0
50	Cc1ccc(C)c(OCCC(=O)OCC(=O)Nc2cccc(S(=O)(=O)N3CCCC3)c2)c1	nt	-27.7	2.8%	8.5	-11.5
51	Cc1cccc(N/C(N)=N/c2nc(C(F)(F)F)cc(=O)[nH]2)c1C	-6.2	-22.0	0.6%	2.2	4.1

No.	D2 ag	TRHR enhancer	D1 potentiator	D2 PAM
43	-0.4	-2.0	0.5	0.1
44	-1.0	-5.0	-4.0	0.3
45	-2.3	-3.9	-3.2	-1.3
46	-0.1&-1.0	4.7&-5.6	-1.0&-1.6	-9.9&8.2
47	0.7	-0.1	-9.2	1.5
48	0.8	-1.2	1.6	-0.3
49	0.7	-6.7	-13.8	2.2
50	nt	10.9	-4.8	nt
51	5.3	-2.5	-3.3	18.3
